Screening data from PubChem.
STAT1 act – STAT1 signaling activation | 2.6% of 200,000 active | activation (% of control), % at 5.5 µM | NIH 3T3 STAT1-luciferase reporter, IFN-gamma, luminescence; 100% = IFN-gamma alone, no compound;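 active = activation above the screen-wide mean activation plus 3 SD, cut at about 130% in these data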;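 note: raw ratio to IFN-gamma control signal so 100% means no change and 0% no light; values of inactives mirror those of a sister screen read the other way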
ROMK mod – human ROMK K+ channel modulation, primary screen | Tet-inducible ROMK, thallium flux fluorescence; actives lie on both sides | B-score at 10 µM | 2% of 130,000 active | AID 1918;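 active = signal ratio slope over the read window, or its plate-corrected B-score, at least 3 SD from the plate mean, either direction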;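 note: B-score of the F/F0 ratio slope over 7 to 12 s after thallium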
Target sequence (P48048 whole entry, looked up): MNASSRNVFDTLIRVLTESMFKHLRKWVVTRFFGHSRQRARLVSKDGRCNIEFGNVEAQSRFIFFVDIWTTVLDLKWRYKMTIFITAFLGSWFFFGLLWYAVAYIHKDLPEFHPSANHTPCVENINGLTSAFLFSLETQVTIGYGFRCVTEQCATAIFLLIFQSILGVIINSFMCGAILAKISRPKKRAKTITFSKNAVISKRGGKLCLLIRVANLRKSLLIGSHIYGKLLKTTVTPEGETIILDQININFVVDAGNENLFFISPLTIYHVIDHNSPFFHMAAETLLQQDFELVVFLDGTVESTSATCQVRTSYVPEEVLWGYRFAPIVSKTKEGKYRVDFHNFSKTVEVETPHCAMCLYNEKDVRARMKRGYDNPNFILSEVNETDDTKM
NF-kB expr up – NF-kB expression increase, human neuronal cells | NF-kB reporter expression; stronger effect = higher value | fold change at 12.5 µM | 1.6% of 190,000 active | AID 1239; in the data active = fold change above about 3.3
STAT3 inh – reduces IL-6 driven STAT3 reporter signal; U3A cells, IL-6 STAT3-luciferase reporter, luminescence; host cell line lacks STAT1; inhibition, % at 5.5 µM; 0.89% of 190,000 active; AID 862;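 active = inhibition above the mean inhibition across all screened compounds plus 3 SD, cut at about 44% in these data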;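 note: 0% = DMSO only wells and 100% = 100 µM nifuroxazide control wells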
FLuc inhib CS – counter-screen for luciferase assay inhibitors: firefly luciferase inhibition; P08659; ATPLite firefly luciferase biochemical luminescence, 10 min; inhibition, % at 10 µM; 1.5% of 200,000 active;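 active = inhibition above about 50% when tested at 10 µM, limit read from the data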
Target sequence (P08659 whole entry, looked up): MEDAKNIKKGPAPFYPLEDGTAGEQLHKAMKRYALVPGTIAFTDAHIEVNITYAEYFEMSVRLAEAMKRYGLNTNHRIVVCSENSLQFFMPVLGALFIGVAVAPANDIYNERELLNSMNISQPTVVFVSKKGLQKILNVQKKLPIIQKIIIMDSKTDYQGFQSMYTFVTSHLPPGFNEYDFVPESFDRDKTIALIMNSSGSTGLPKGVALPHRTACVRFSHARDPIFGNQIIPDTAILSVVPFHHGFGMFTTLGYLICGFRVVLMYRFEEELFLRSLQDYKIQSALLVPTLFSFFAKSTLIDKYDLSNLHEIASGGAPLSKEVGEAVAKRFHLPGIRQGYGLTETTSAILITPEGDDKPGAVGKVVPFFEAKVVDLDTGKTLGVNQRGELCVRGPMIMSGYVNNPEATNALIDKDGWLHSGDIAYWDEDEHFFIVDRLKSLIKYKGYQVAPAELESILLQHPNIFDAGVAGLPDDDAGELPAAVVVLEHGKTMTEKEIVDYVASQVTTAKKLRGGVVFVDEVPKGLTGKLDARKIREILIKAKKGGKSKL
STAT3 activator – STAT3 signaling activation; 0.91% of 190,000 active; U3A cells, IL-6 STAT3-luciferase reporter, luminescence; 100% = signal with IL-6 EC80 alone; activation (% of control), % at 5.6 µM; AID 871;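 active = activation above the screen-wide mean of compound activation plus 3 SD, cut at about 130% in these data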;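 note: 0% = background luminescence of wells with medium and substrate only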
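Assay system – human STAT1-deficient U3A cells with stable STAT3-luciferase reporter · Also added – IL-6 (33 ng/mL) · Schedule – compound 1 h, then IL-6 6 h at 37 °C · Technique – reporter luminescence signal · Evaluation – % activation versus median of IL-6-stimulated wells · Benchmarks – IL-6-only wells as 100% reference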
FLuc stim CS – firefly luciferase counter-screen for stimulation assays; ATPlite luciferase biochemical, luminescence, 10 min; 0 = ATP-free wells, 1 = DMSO control; 200,000 tested, under 10 active; P08659; activation factor at 10 µM;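 active = luciferase activation factor, scaled between plate controls, of at least 2 with compound at 10 µM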
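Assay system: Luciferase/luciferin reagent mix; Medium: PBS as buffer for the ATP substrate; Dosing: test compounds dosed from 2 mM stocks in 100% DMSO; Times: 10 min, room temperature; Signal: luminescence from luciferase reaction; Read-out: luciferase activation; Controls: No-ATP low control, compound-free enzyme-plus-ATP high control.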
STAT1 blocker – reduces IFN-gamma driven STAT1 reporter signal; AID 920; inhibition, % at 5.5 µM; NIH 3T3 STAT1-luciferase reporter, luminescence; 0.35% of 200,000 active;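 active = inhibition above a set limit, the mean inhibition across all tested compounds plus 3 SD, cut at about 34% in these data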;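 note: 0% = IFN-gamma with DMSO and 100% = IFN-gamma with 300 µM nifuroxazide; values of inactives mirror those of a sister screen read the other way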
APP 5UTR inh – APP translation inhibition; inhibition, % at 2 µM; SH-SY5Y APP 5'UTR-luciferase reporter, luminescence; 0.82% of 190,000 active;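 active = inhibition above a set limit, derived from the sample mean plus 3 SD, cut at about 45% in these data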; note: values of inactives mirror those of a sister screen read the other way
APP 5'UTR act – APP 5'UTR luciferase reporter activation; 1% of 190,000 active; activation, % at 2 µM; SH-SY5Y APP 5'UTR luciferase reporter, luminescence; zero percent = DMSO vehicle wells;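 active = activation above a set limit, based on mean plus 3 SD of controls, cut at about 140% in these data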; note: values of inactives mirror those of a sister screen read the other way
The depositor's hits bear a star; . = no result given.

Sequence of screens – STAT1 act	ROMK mod	NF-kB expr up	STAT3 inh	FLuc inhib CS	STAT3 activator	FLuc stim CS	STAT1 blocker	APP 5UTR inh	APP 5'UTR act
1	NC(=O)CC[C@H](NC(=O)c1ccc(F)cc1)C(=O)OCC(=O)NCc1ccc(F)cc1
  92	0.63	1.2	6	-4	95	1	9	-13	13
2	CSc1cccc(NC(=O)C2(S(=O)(=O)c3ccc(C)cc3)CC2)c1
  97	.	1.1	7	-2	97	1	2	-1	1
3	COc1ccc(NC(=O)COC(C)=O)cc1Cl
  110	-0.42	1.1	-2	0	99	1	-8	-5	5
4	CC1CCCN(CCOc2ccc(Br)cc2)C1 (configuration not stated)
  96	.	1.3	5	0	98	1	4	1	-1
5	CN(C)/C=C/C(=O)c1nnn(C2CCCCC2)c1NC1CCCCC1
  102	.	0.88	3	2	101	1	-2	-3	3
6	OC(CN1CCCCC1)CN(c1ccccc1)c1ccccc1 (configuration not stated)
  93	-0.92	0.86	-7	-3	109	1	7	2	-3
7	CCOP(=O)(OCC)C(O)c1cc(OC)c(OC)c(OC)c1 (configuration not stated)
  92	-0.042	1	5	-2	98	1	9	2	-2
8	CCSc1nnc2ccc(-c3cccs3)nn12
  107	1.8	1.1	12	-2	99	1	-10	-34	34
9	Cc1ccc(OCCOCCOc2ccc(Br)cc2/C=N\NC(=O)c2ccncc2)cc1
  102	.	0.65	-2	-1	107	1	-2	-3	3
10	CCNc1nc(SCC(=O)Nc2ccc(Cl)c(Cl)c2)nc(N(C)C)n1
  94	.	0.93	4	-5	99	1	6	10	-10
11	O=S(=O)(c1ccc(Cl)cc1)N1CCCC1c1nc2ccccc2s1 (configuration not stated)
  87	.	0.97	2	-8	101	1.1	15	-13	13
12	CC(C)(C)c1cc(NC(=O)CSc2nnc(N)s2)n(-c2ccccc2)n1
  98	0.3	1.3	-5	-3	106	1	2	9	-9
13	CCC(=O)Nc1cccc(NC(=O)CSc2nnnn2C2CCCC2)c1
  107	-0.5	0.96	4	-3	99	1	-7	1	-1
14	Cc1cc(C)cc(NS(=O)(=O)c2ccc3oc(=O)ccc3c2)c1
  97	-1.4	0.83	-2	-6	99	1.1	3	7	-7
15	CC(=O)c1ccc(NC(=O)CNCC(c2ccccc2)N(C)C)cc1 (configuration not stated)
  93	-0.052	1.1	10	-4	98	1	7	-12	12
16	O=C(NC1CC1)C1CCN(C2CCN(C(=O)CCOc3ccccc3)CC2)CC1
  112	0.35	1.5	8	0	97	1	-14	5	-5
17	CCC(CC)C(=O)Nc1ccccc1NC(C)=O
  97	.	1	8	-3	103	1	3	21	-21
18	O=S(=O)(NCC1CCCO1)c1ccc(S(=O)(=O)N2CCc3ccccc3C2)cc1 (configuration not stated)
  100	.	0.95	6	-3	98	1	0	16	-15
19	COc1cc2c(C(=O)NCc3ccc4c(c3)OCO4)cn(C)c(=O)c2cc1OC
  98	.	0.81	0	-5	102	1	2	1	-1
20	CCN(CC)S(=O)(=O)c1ccc(NC2=NS(=O)(=O)c3ccccc32)cc1
  101	0.0052	1.2	6	-8	100	1.1	-1	-8	8
21	CCc1nnc(NC(=O)Cc2ccc(OC)cc2)s1
  107	.	1.4	-2	-3	103	1	-8	2	-2
22	O=C(O)CCSc1nnc(SCC(=O)NCC(F)(F)F)s1
  96	0.037	1	1	-7	99	1.1	5	0	-1
23	CCOc1ccc(S(=O)(=O)NCCC(=O)OCC(=O)N2CC(=O)Nc3ccccc32)cc1
  102	0.82	0.8	2	-4	100	1	-5	1	-1
24	O=C(NCCc1ccccc1)C(=O)Nc1ccc([N+](=O)[O-])cc1
  91	0.082	1	6	-6	100	1.1	10	5	-5
25	C/C(=N\Nc1ccccc1[N+](=O)[O-])c1ccc(N2CCOCC2)cc1
  117	0.025	1.6	0	2	106	1	-20	-105	105
26	NC(=O)CSc1nnc(Cn2cnc3ccccc32)o1
  91	0.66	1.4	7	5	99	0.9	8	-1	1
27	Cc1nc(NCc2ccccn2)c2ccccc2n1
  84	.	0.71	49*	1	62	1	18	29	-29
28	FC(F)(F)c1cccc(NC(=S)N2CCN(c3ccccn3)CC2)c1
  100	-0.54	1	10	0	93	1	-2	-7	7
29	O/N=C/c1cc(Cl)ccc1OCc1cccc2ccccc12
  97	.	1	21	-7	91	1.1	4	-3	3
30	Cn1c(=O)c2c(ncn2CCCC(=N)N2CCOCC2)n(C)c1=O
  95	0.62	0.94	-6	-4	109	1	2	4	-4
31	CCn1ncc(C2=NOC(C(=O)NCCc3ccccc3)C2)c1C (configuration not stated)
  104	.	0.93	5	-6	100	1.1	-4	-11	11
32	O=C(NCC1CCCO1)C1CCN(CC2CCCCC2)CC1 (configuration not stated)
  90	.	0.97	-2	-7	105	1.1	12	4	-4
33	COc1ccccc1CNC(=O)C1CCN(C(=O)NC2CCCCC2)CC1
  97	-0.26	0.98	-7	1	107	1	2	16	-16
34	CCOc1cc2[nH]c(=O)n(CCCCC(=O)N3CCCCCC3)c(=O)c2cc1OCC
  99	.	0.84	-1	-4	104	1	1	-20	20
35	COc1cc(C(=O)N2CCN(C(=O)C3CC3)CC2)cc(OC)c1OC
  105	1.9	1.3	1	-3	101	1	-5	9	-9
36	Cc1cc(C)n(-c2ccc(C(=O)N3CC(C)OC(C)C3)cc2)n1 (configuration not stated)
  103	-0.057	1.4	5	-8	101	1.1	-3	7	-7
37	Brc1cnc(N2CCCC2)nc1N1CCCCC1
  91	.	1.2	6	-1	103	1	10	-8	8
38	O=C(c1cc2ccccc2oc1=O)N(Cc1cccs1)C1CCS(=O)(=O)C1 (configuration not stated)
  116	.	2.1	-8	-2	108	1	-18	-72	72
39	Cc1ccc(NS(=O)(=O)c2ccc3c(c2)NC(=O)CC(=O)N3)cc1C
  101	1.1	1.1	7	-7	98	1.1	-1	4	-4
40	CCn1c2ccccc2n2c(=O)c(=O)n(CC(=O)N3CCN(c4ccccc4OC)CC3)nc12
  102	-0.18	0.98	10	-4	96	1	-3	4	-4
41	CCOC(=O)c1ccccc1NC(=O)c1cccnc1
  106	.	1.4	3	-3	97	1	-7	11	-11
42	O=S(=O)(c1ccc(Cl)cc1)n1nnc2ccccc21
  96	.	0.98	9	-7	96	1.1	4	-16	16
43	c1ccc(-c2nc(N3CCCCCC3)nc(-n3ccnc3)n2)cc1
  103	-0.71	0.97	10	-3	95	1	-3	-16	16
44	CCOC(=O)C1=C(C)NC(SCC(=O)OC)=C(C#N)C1c1ccc(C(=O)OC)cc1 (configuration not stated)
  102	-1.3	1.1	5	-6	102	1.1	-2	0	0
45	CC(C)(C)c1ccc(Cn2cnc(-c3ccc([N+](=O)[O-])cc3)c2)cc1
  109	-1.1	1.2	-25	-7	121	1.1	-10	-60	60
46	O=C(Nc1ccc(Cl)c(Cl)c1)N1CCC(N2CCCCC2)CC1
  105	-1.2	0.92	4	-6	100	1.1	-6	-26	26
47	O=C(Cc1cccs1)NCc1cn2ccccc2n1
  113	.	1.1	12	-2	97	1	-14	0	0
48	O=C(CN1CCCC1)Nc1ccc(OCc2ccccc2)cc1
  93	-2.1	1.2	0	-9	102	1.1	6	-24	24
49	Cc1ccc(-c2csc(NC(=O)Cn3cnc4c3c(=O)n(C)c(=O)n4C)n2)cc1C
  102	-1.3	1.1	5	0	101	1	-3	-7	7
50	O=C(NCc1ccc2c(c1)OCO2)c1cc2n(n1)C(C(F)(F)F)CC(c1ccc3c(c1)OCO3)N2 (configuration not stated)
  99	.	1.1	4	-8	102	1.1	0	-3	3
51	O=C(OCC(=O)c1c[nH]c2ccccc12)c1cccc(S(=O)(=O)N2CCCCCC2)c1
  89	.	0.63	-2	-4	105	1	12	2	-3
52	Cc1ccc(-c2nn(C)c(=O)c3ccccc23)cc1CNC(=O)CN1CCOCC1
  94	-0.21	0.74	0	-7	101	1.1	9	-2	2
53	O=C(Cc1cccs1)Nc1ccccc1NC(=O)Cc1cccs1
  117	.	0.98	-5	-7	110	1.1	-18	0	0
54	Cc1n[nH]c(=S)n1/N=C/c1ccc(Br)o1
  104	.	1.2	0	-6	106	1.1	-4	-6	6
55	COCc1ccc(CN2CCCC(CCC(=O)NCc3ccc(C)o3)C2)o1 (configuration not stated)
  99	0.87	0.96	5	-5	106	1.1	0	16	-16
56	O=C(N/N=C/c1ccc([N+](=O)[O-])cc1)c1ccc2nc[nH]c2c1
  106	.	0.61	28	14	79	0.9	-7	14	-13
57	CC(C)c1nc(SCc2c(F)cccc2Cl)c2c(=O)n(C)c(=O)n(C)c2n1
  101	.	0.97	5	-10	103	1.1	-1	-16	16
58	Cc1cc(C(=O)OCC(=O)N2CCN(C(=O)c3ccco3)CC2)c(C)n1-c1ccc(F)cc1
  117	1.2	1	-2	-3	104	1	-18	8	-8
59	O=C(NC(=S)NCCc1ccc(Cl)cc1)c1ccco1
  103	0.34	1.1	2	-3	100	1	-4	9	-9
60	Cc1ccc(C)c(S(=O)(=O)N2CCCOC2CNC(=O)C(=O)NCCC2=CCCCC2)c1 (configuration not stated)
  89	-0.71	1.1	-1	-5	99	1.1	14	28	-28

Continued:
Sequence of screens – STAT1 act	ROMK mod	NF-kB expr up	STAT3 inh	FLuc inhib CS	STAT3 activator	FLuc stim CS	STAT1 blocker	APP 5UTR inh	APP 5'UTR act
61	Clc1ccc2ncc(-c3nnnn3-c3ccccc3)c(-c3ccccc3)c2c1
  95	0.68	0.62	61*	-2	54	1	5	-11	11
62	CCC(=O)Nc1cccc(-c2csc(-c3ccccc3)n2)c1
  110	-1.1	1.1	8	1	95	1	-12	-19	19
63	O=C(/C=C/c1ccc2c(c1)OCO2)c1ccc[nH]1
  118	0.62	1.4	-9	76*	107	0.2	-21	-188	188*
64	Nc1ccccc1Sc1nc2ccccc2[nH]1
  90	-0.094	0.97	-34	0	136*	1	10	3	-3
65	O=C1Cc2ccccc2C(c2ccc(Br)cc2)N1 (configuration not stated)
  95	-1.4	0.89	13	0	93	1	6	10	-9
66	CCOC(=O)C1(Cc2ccccc2C(F)(F)F)CCN(C2CCC2)CC1
  97	0.011	1.1	4	-4	101	1	2	-2	2
67	O=C(O)/C=C/c1cnc2ccccc2n1
  96	0.048	1.4	-1	-7	108	1.1	4	3	-3
68	O=[N+]([O-])c1cccc(C(=Nc2cccc(Cl)c2)NO)c1
  98	.	1.1	-2	-5	106	1	2	11	-11
69	COc1ccc(C(=O)N[C@H](C(=O)Nc2nc3ccccc3[nH]2)C(C)C)cc1
  126	-0.41	1	-20	53*	125	0.5	-30	77*	-77
70	CCOc1ccccc1-n1cnc(C#N)c1N
  108	-0.16	1.2	10	-8	100	1.1	-10	-24	24
71	N#Cc1cnc(NN)nc1
  102	0.36	0.99	-6	0	111	1	-4	-7	7
72	COc1cccc(C(=O)NC(=S)N2CCN(c3ccc(C(F)(F)F)cc3[N+](=O)[O-])CC2)c1
  90	.	1.1	0	-6	99	1.1	11	-4	4
73	COC(=O)CCC(=O)Nc1c(C)n(C)n(-c2ccccc2)c1=O
  97	0.49	1.5	3	-1	102	1	3	10	-10

Full records as entered above. Order of values: STAT1 act	ROMK mod	NF-kB expr up	STAT3 inh	FLuc inhib CS	STAT3 activator	FLuc stim CS	STAT1 blocker	APP 5UTR inh	APP 5'UTR act
Record of Clc1ccc2ncc(-c3nnnn3-c3ccccc3)c(-c3ccccc3)c2c1 → 95	0.68	0.62	61*	-2	54	1	5	-11	11
Record of Cc1n[nH]c(=S)n1/N=C/c1ccc(Br)o1 → 104	.	1.2	0	-6	106	1.1	-4	-6	6
